TbREL1 primary: TbREL1 RNA ligase inhibitors, primary screen, biochemical, FRET fluorescence; RNA-editing ligase 1, mitochondrial (Trypanosoma brucei brucei), P86926; TbREL1 RNA ligation; inhibition, % at 9.66 µM; 89,000 compounds, 0.49% hits; AID 1117264, 2014;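 active = inhibition above the mean inhibition across all screened compounds plus 3 SD, cut at about 11% in these data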;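 also: 0% = plate median of test wells and 100% = NSC42067 control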
Target sequence (P86926 whole entry, looked up): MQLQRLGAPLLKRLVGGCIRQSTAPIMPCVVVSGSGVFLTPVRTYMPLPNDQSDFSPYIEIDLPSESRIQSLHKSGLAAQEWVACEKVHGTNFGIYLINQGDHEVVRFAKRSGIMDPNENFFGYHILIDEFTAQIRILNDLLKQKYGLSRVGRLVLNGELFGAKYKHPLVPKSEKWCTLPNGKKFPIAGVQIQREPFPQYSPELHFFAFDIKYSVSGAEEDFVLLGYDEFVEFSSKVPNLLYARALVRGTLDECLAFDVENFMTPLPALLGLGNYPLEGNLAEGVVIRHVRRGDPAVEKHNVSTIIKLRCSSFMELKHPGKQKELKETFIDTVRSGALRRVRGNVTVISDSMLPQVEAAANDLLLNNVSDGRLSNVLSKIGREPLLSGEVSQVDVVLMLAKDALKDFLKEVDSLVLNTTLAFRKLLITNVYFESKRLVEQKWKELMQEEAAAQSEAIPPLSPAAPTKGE
The depositor's hits bear a star. A portion of the library; count on the stated rates, not on these rows.

TbREL1 primary,Structure
1.4,COc1ccc2c(c1)c(CC(=O)OC(C)C(=O)N(C)C)c(C)n2C(=O)c1ccc(Cl)cc1 (stereo not drawn)
6.6,Nn1c(SCC(=O)Nc2ccccc2F)nc2ccccc2c1=O
-0.3,Cc1cc([N+](=O)[O-])nn1Cc1c(F)c(F)c(F)c(F)c1F
-3.2,COc1ccc(OC)c(C2C(C#N)=C(N)Oc3cc(C)n(Cc4ccccn4)c(=O)c32)c1 (stereo not drawn)
-2.2,C[n+]1cnc(-c2ccccc2)cc1-c1ccccc1
5.8,COc1ccc2nc(SCC(=O)N3CC(=O)Nc4ccccc43)c(C#N)cc2c1
-0.5,Cc1cc(-c2ccccc2)nc2[n+]1CCN2C
3.7,CCOc1ccc(NC(=O)CSc2nc(=O)n(CCN3CCOCC3)c3c2CCCC3)cc1
-1.3,O=C(CSc1nc2ccccc2o1)Nc1ccc(N2CCOCC2)cc1
-1.2,Cc1ccc(CNC(=O)CCS(=O)(=O)c2ccc(C)cc2)cc1
0.0,S=C1Nc2cc(Cl)ccc2Sc2ccccc21
9.0,CCOC(=O)c1ccc(NC(=O)c2cccc(S(=O)(=O)N3c4ccccc4CC3C)c2)s1 (stereo not drawn)
-3.0,CCNS(=O)(=O)c1ccc(NC(=O)c2ccccc2SCCOC)cc1
-2.4,O=c1cc(-c2ccccc2)c2ccc(O)c(CN3CCCCC3)c2o1
-4.4,CCNC(=S)NNC(=O)c1ccoc1C
3.5,CC(Sc1nnc2c(n1)[nH]c1ccccc12)C(=O)N(C)C1CCCCC1 (stereo not drawn)
4.3,CC1(C(=O)NC2CCCCC2)CCC(=O)N1Cc1cccs1 (stereo not drawn)
-0.1,CCCN1C(=O)/C(=C/c2c(NCCCOCC)nc3c(C)cccn3c2=O)SC1=S
0.5,CCOCCCNC(=O)C(NC(=O)c1ccc(=O)[nH]c1)c1ccc(C)cc1 (stereo not drawn)
3.8,CCN1CCN(CC(O)COC(C)C)CC1 (stereo not drawn)
3.4,O=[N+]([O-])c1cc(S(=O)(=O)N2CCCC2)ccc1OCc1ccccc1
-1.3,Cc1ccc(SCC(=O)OCC(=O)NCCc2ccccc2)cc1C
-1.9,CCOc1ccccc1C(C(=O)NC1CCCC1)N(Cc1ccco1)C(=O)CNC(=O)c1ccco1 (stereo not drawn)
4.1,Cc1cccc(CN2CCN(CC(C)C)C(CCO)C2)n1 (stereo not drawn)
-3.3,CCCCN1C(=O)c2ccc(C(=O)NC3(C)CCS(=O)(=O)C3)cc2C1=O (stereo not drawn)
-0.5,OCC[C@@H]1C[C@@H](O)[C@H](O)[C@]2(Cc3ccccc3CO2)O1
5.9,CCn1c(-c2ccccc2Cl)nn(CC(=O)Nc2cc(Cl)ccc2Cl)c1=S
0.1,COc1ccccc1NC(=O)COC(=O)c1oc2ccccc2c1C
0.4,CCCS(=O)(=O)NC(=O)C1(C)CCN(C(=O)c2cccs2)C1 (stereo not drawn)
3.4,CCOC(=O)c1csc(NC(=O)c2cc(-c3ccccn3)nc3ccccc23)n1
1.3,CC1(CO)COC(c2ccccc2)=N1 (stereo not drawn)
-2.3,CC(C(=O)OCC(=O)NC1CCCCC1)N1C(=O)c2ccccc2C1=O (stereo not drawn)
7.7,COc1cc(OC)cc(-c2nnc(SCC(=O)N3CCCCC3)o2)c1
7.2,O=C(Nc1cccc(O)c1)c1ccc(Br)cc1
4.3,CC(C)CC(O)C1CCN(C(=O)CCc2nnc(-c3ccc4c(c3)OCO4)o2)CC1 (stereo not drawn)
0.0,Cc1cc(=O)n2nc(N3CCC(C(=O)NCc4ccccc4Cl)CC3)sc2n1

19 entries out of the list, arranged by molecular weight, descending.
TbREL1 primary,Structure
-0.1,CCCN1C(=O)/C(=C/c2c(NCCCOCC)nc3c(C)cccn3c2=O)SC1=S
-3.2,COc1ccc(OC)c(C2C(C#N)=C(N)Oc3cc(C)n(Cc4ccccn4)c(=O)c32)c1 (stereo not drawn)
4.3,CC(C)CC(O)C1CCN(C(=O)CCc2nnc(-c3ccc4c(c3)OCO4)o2)CC1 (stereo not drawn)
5.8,COc1ccc2nc(SCC(=O)N3CC(=O)Nc4ccccc43)c(C#N)cc2c1
-3.0,CCNS(=O)(=O)c1ccc(NC(=O)c2ccccc2SCCOC)cc1
-3.3,CCCCN1C(=O)c2ccc(C(=O)NC3(C)CCS(=O)(=O)C3)cc2C1=O (stereo not drawn)
-1.3,O=C(CSc1nc2ccccc2o1)Nc1ccc(N2CCOCC2)cc1
7.7,COc1cc(OC)cc(-c2nnc(SCC(=O)N3CCCCC3)o2)c1
-2.3,CC(C(=O)OCC(=O)NC1CCCCC1)N1C(=O)c2ccccc2C1=O (stereo not drawn)
-1.3,Cc1ccc(SCC(=O)OCC(=O)NCCc2ccccc2)cc1C
6.6,Nn1c(SCC(=O)Nc2ccccc2F)nc2ccccc2c1=O
0.1,COc1ccccc1NC(=O)COC(=O)c1oc2ccccc2c1C
-2.4,O=c1cc(-c2ccccc2)c2ccc(O)c(CN3CCCCC3)c2o1
-1.2,Cc1ccc(CNC(=O)CCS(=O)(=O)c2ccc(C)cc2)cc1
-0.5,OCC[C@@H]1C[C@@H](O)[C@H](O)[C@]2(Cc3ccccc3CO2)O1
0.0,S=C1Nc2cc(Cl)ccc2Sc2ccccc21
3.8,CCN1CCN(CC(O)COC(C)C)CC1 (stereo not drawn)
-4.4,CCNC(=S)NNC(=O)c1ccoc1C
-0.5,Cc1cc(-c2ccccc2)nc2[n+]1CCN2C

Further structures.
TbREL1 primary,Structure
3.3,CCC(=O)Nc1ccccc1C(=O)OCC(=O)c1cccc2ccccc12
2.1,CCOC(=O)[C@]12CCC=C1N(Cc1ccccc1)C(=O)[C@H](CC(=O)N1CCN(C(=O)c3ccco3)CC1)C2
1.6,O=C(c1[nH]ncc1[N+](=O)[O-])N1CCOCC1
0.2,COc1cccc(/C=N/Nc2cc(C)nc(-c3ccccc3O)n2)c1O
-1.9,COc1ccc(C)cc1S(=O)(=O)N1CCN(C)CC1c1ccccc1 (stereo not drawn)
-0.9,COc1ccc(CN2C3=NC(c4ccccc4)CC(=O)N3/C(=C\c3ccccc3)C2c2ccccc2)c(OC)c1 (stereo not drawn)
-3.1,Cc1[nH]c(=S)c(C#N)c(C)c1C(=O)Nc1ccccc1
-2.9,COc1ccccc1/C=C/C(=O)OCC(=O)c1c(N)n(C)c(=O)n(C)c1=O
-2.3,Cc1ccc(CNC(=O)CNC(=O)c2ccc(Br)o2)cc1
2.2,COC(=O)c1sc2ncccc2c1OCc1ccc(Cl)cc1
0.1,Cc1cc(C)cc(NC(=O)Nc2cnccn2)c1
-0.8,Cc1[nH]n(C(N)=S)c(=O)c1C(c1ccccc1)C(C#N)C#N (stereo not drawn)
4.4,C=CCn1c(SCc2ccc(C#N)cc2)nnc1-c1ccc(C)cc1
1.2,O=C(NCc1ccccc1)C(c1cc2ccccc2o1)n1c(=O)c(-c2ccccc2)nc2ccccc21 (stereo not drawn)
-7.7,CCOc1ccc(NC(=S)N(CCc2c(C)[nH]c3ccc(C)cc23)Cc2ccncc2)cc1
-0.1,Cc1cc2[nH]c(=O)c(=O)[nH]c2cc1S(=O)(=O)N1CCN(c2cccc(Cl)c2)CC1
-4.1,CC(c1ccon1)N(C)Cc1cn(C)nc1-c1ccc2c(c1)OCCO2 (stereo not drawn)
0.2,Cc1ccc(CNC(=O)CSc2nc3ccsc3c(=O)n2Cc2ccccn2)cc1
1.1,COc1ccc(OCC(=O)N2CCN(S(=O)(=O)c3ccc4c(c3)OCCO4)CC2)cc1
-3.0,CCC(=O)N1CCc2cc(S(=O)(=O)NCCN3CCC(C)CC3)ccc21
0.5,CC1(C)Cc2sc3c(=O)[nH]c(=S)[nH]c3c2CO1
5.2,CC#CC(=O)N[C@H]1CC[C@@]23CCCN2C(=O)CCC[C@H]3[C@H]1C
4.2,CC1=CC=CN2C1=NC(=O)CC2(C)C(=O)N(CC(=O)NC1CCCC1)c1ccccc1C (stereo not drawn)
1.3,Cc1ccc2c(c1)N(CCCC(=O)NCCC1=CCCCC1)C(=O)CO2
-1.8,CC(C)(C)N(NC(=O)Nc1ccccc1)C(=O)c1ccccc1
4.0,Cc1cc(=O)[nH]c(NN=Cc2c(Cl)cccc2Cl)n1
6.0,Cc1nnc2sc(-c3ccncc3)nn12
1.6,Cc1csc(SCC(=O)Nc2nnc(C)s2)n1
3.8,Cc1ccc(-c2cc(C(=O)NCCN3CCOCC3)c3ccccc3n2)o1
3.2,O=C(CN1CCN(c2cccc(Cl)c2)CC1)NCc1ccccc1
0.6,COc1ccc(C(=O)NCCS(=O)(=O)NCc2ccccc2OC)cc1
3.9,CN(C(=O)c1cncc(Br)c1)c1c(N)n(Cc2ccccc2)c(=O)[nH]c1=O
0.4,CC(=O)Oc1ccc2oc(/C=C/N(C)C)c([N+](=O)[O-])c2c1
-0.8,COc1ccccc1-c1sc2cc3c(cc2c1-c1ccc2c(c1)OCO2)OCO3
0.4,Cc1ccnn1CC(=O)N/N=C/c1cccs1
1.1,CC(=O)NC(CCS(C)(=O)=O)C(=O)Nc1nccs1 (stereo not drawn)
3.6,CC(C)[C@H](NC(N)=O)C(=O)Nc1ccc2c(c1)CCC2
2.7,CS(=O)(=O)N1N=C(c2ccc(Cl)cc2)CC1c1cccs1 (stereo not drawn)
3.0,O=C(CSc1nncc(=O)[nH]1)Nc1cccc([N+](=O)[O-])c1
0.2,Cc1cccc(NC(=O)C2CCCC2)c1
-1.6,CCc1nc2ccc(C(=O)N(C)Cc3ccccc3)cn2c1N(CC)CCN(C)C
-0.9,CC(C)NC(=O)N(C)C[C@H]1Oc2ccc(NS(=O)(=O)c3cn(C)cn3)cc2C(=O)N([C@H](C)CO)C[C@@H]1C
-6.6,CN(C)c1ccnc(-n2cccc2/C=N/OCc2cccc(F)c2)c1C#N
4.3,COc1ccc(/C=C2\SC(=S)N(CC(=O)NC3CCS(=O)(=O)C3)C2=O)cc1 (stereo not drawn)
-1.4,O=C1CC(c2ccccc2)CC2=C1C=Nc1ccccc1N2 (stereo not drawn)
-0.7,C=CCn1c(Cc2ccc(OC)cc2)nnc1SCC(N)=O
-0.6,N#CCCN(C(=O)COC(=O)c1cc(S(=O)(=O)N2CCOCC2)ccc1Cl)c1ccc(F)cc1
6.1,NS(=O)(=O)c1ccc(CCNC(=O)c2ccc(-c3ccccc3)cc2)cc1
-3.4,O=C1CNC(=O)/C1=C/c1ccc(Br)cc1
-0.8,COc1ccccc1C(=O)NC1CCN(C(=O)Nc2ccc(C)cc2)CC1
-2.0,Cc1csc(NC(=O)C2CC(=O)N(c3ccc4c(c3)OCCO4)C2)n1 (stereo not drawn)
4.6,COc1ccccc1OCC(O)CN1C(=O)NC(C)(C)C1=O (stereo not drawn)
-0.8,CCc1noc(C)c1C(=O)NNC(=O)COc1ccc(C)cc1
-2.5,CCCOC(=O)/C(=C\C=C\c1ccco1)NC(=O)c1ccccc1
0.6,Nc1c(Cl)c(Cl)nc(C(=O)N/N=C/c2cccnc2)c1Cl
2.7,N=C1SC(CC(=O)Nc2ccccc2[N+](=O)[O-])C(=O)N1c1ccccc1 (stereo not drawn)
5.5,Oc1ccccc1-c1nc(N2CCCC2)c2ccccc2n1
-0.3,Cc1ccc(Cl)cc1N1CCN(C(=O)C(=O)N2CCCCC2)CC1
-2.9,Cc1cc(C(=O)CSc2nnc(-c3cccnc3)n2-c2ccccc2F)c(C)n1C
-1.1,CN(C(=O)C=Cc1ccccc1)c1ccccc1

More results follow:
TbREL1 primary,Structure
-1.5,CC1CCN(c2ccc(-c3cccs3)nn2)CC1
-5.0,COCCC(=O)N1CCC(Oc2ccc(C(=O)NCCn3cccn3)cc2)CC1
-3.4,CC(=O)Nc1ccc(NCC(O)COc2ccccc2)cc1 (stereo not drawn)
-0.1,CC(C(=O)Nc1ccc(C(=O)O)cc1)N1C(=O)c2ccccc2C1=O (stereo not drawn)
-4.6,COC(=O)[C@]12C[C@H](CC(=O)NCC34CC5CC(CC(C5)C3)C4)C(=O)N(Cc3ccc(Cl)cc3Cl)C1=C[C@H](C(C)C)O[C@@H]2C1CC1
5.4,COc1ccc(OC)c(CN2CCCC(C(=O)N3CCCCC3)C2)c1 (stereo not drawn)
6.5,O=c1c(Cl)c(NC2CC2)cnn1-c1ccccc1
1.4,CCN(CC)S(=O)(=O)c1ccc2nc(NC(=O)c3cccs3)sc2c1
-0.1,O=C(NCc1cccs1)C1CCCN(c2ncccn2)C1 (stereo not drawn)
-4.2,CCc1ccc(Nc2nnc(SCc3cc(=O)n4ccsc4n3)s2)cc1
-2.1,O=C(NC1CCCC1)C(c1ccncc1)N(C(=O)c1ccco1)c1ccc(F)c(Cl)c1 (stereo not drawn)
1.5,Cc1ccccc1NC(=O)Cc1nc(COC(=O)c2nc(Cl)ccc2Cl)cs1
-0.8,COC(=O)CC1C(=O)NCCN1C(=O)CSc1nc2cc(Cl)ccc2o1 (stereo not drawn)
0.5,O=C(COc1ccccc1)Nc1ccc(NC(=O)c2ccco2)cc1
-0.3,CNC(=O)/C(C#N)=C/c1c(N(Cc2ccccc2)Cc2ccccc2)nc2ccccn2c1=O
0.6,CCOC(=O)[C@]12CCC=C1N(CCC1=CCCCC1)C(=O)[C@H](CC(=O)N1CCCCC1)C2
0.6,O=C(Oc1ccccc1)c1ccc2nccnc2c1
0.5,COc1ccc(NC(=O)c2oc3ccccc3c2NC(=O)C(C)(C)C)cc1
4.5,Cc1ccccc1-n1nc(C(=O)O)cc1-c1ccccc1
0.8,COCC(=O)N1CCC(C(=O)NC2CCCc3ccccc32)CC1 (stereo not drawn)
1.3,CON(C)C(=O)/C=C/CCCCNC(=O)OC(C)(C)C
0.4,NNC(=O)c1n[nH]c2c1CC(C1CCCCC1)CC2 (stereo not drawn)
6.9,c1ccc(C[C@H]2CN=C(Nc3ccccc3)N2CC2CCCC2)cc1
0.2,COCc1cc(=O)[nH]c(/N=C(\N)Nc2ccc(C)cc2)n1

Quoted at random: two compounds from above, in no set order.
TbREL1 primary,Structure
4.5,Cc1ccccc1-n1nc(C(=O)O)cc1-c1ccccc1
0.6,CCOC(=O)[C@]12CCC=C1N(CCC1=CCCCC1)C(=O)[C@H](CC(=O)N1CCCCC1)C2

Following part:
TbREL1 primary,Structure
-2.7,Cc1cccc(OCC(=O)Nc2cc(NC(=O)COc3cccc(C)c3)cc(C(=O)O)c2)c1
2.1,O=C(Nc1cccc(-c2csc(Nc3ccc(Cl)cc3)n2)c1)c1cccc(C(F)(F)F)c1
0.2,CCN(CC)S(=O)(=O)c1cc(C(=O)N2CCc3ccccc32)ccc1Cl
-2.8,COc1ccccc1NC(=S)N(Cc1ccccc1)Cc1cccs1
